GAA850 FXN act = FXN promoter activators, primary screen, cell-based, luciferase luminescence, HEK293 lucGAA850; 360,000 tested, 0.56% active; AID 540364, 2011; HEK293 lucGAA850 FXN promoter luciferase reporter, 24 h; percent of 10 µM SAHA response; activation, % at 6 µM;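 active = activation above the average of all compounds screened plus 3 SD, cutoff fixed separately per campaign, cut at about 7.5% in these data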;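 note: 0% = DMSO wells and 100% = 10 µM SAHA wells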
hgDAF-12 ag = H. glycines DAF-12 receptor agonists, primary screen, cell-based, luminescence, HEK293, GAL4 fusion, UAS-luciferase. 370,000 tested, 1.8% active. AID 687014, 2013. Nuclear hormone receptor DAF-12 (Heterodera glycines), GAL4 fusion. HEK293 GAL4-hgDAF12 UAS-luciferase reporter, agonist luminescence; normalized to butyrate control. activation, % at 6.8 µM;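 active = activation above a cutoff set at the mean of all screened compounds plus 3 SD, cut at about 10% in these data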;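 note: 0% = DMSO wells and 100% = sodium butyrate wells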
ADAM10 inh = human ADAM10 inhibitors, primary screen, biochemical, QFRET, HTS; recombinant ADAM10, EDANS/DABCYL FRET peptide cleavage, 3 h; inhibition, % at 7 µM; 370,000 tested, 0.62% active; AID 720582, 2013;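 active = inhibition above a per-campaign cutoff equal to the mean of compounds falling between control-based bounds plus 3 SD, cut at about 20% in these data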;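 note: 0% = DMSO wells while the 100% control is not disclosed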
hcDAF12 agonist = H. contortus DAF-12 nuclear receptor activators, primary screen, cell-based, luminescence, HEK293, lit1-tk-luc reporter; HEK293 hcDAF-12 lit1-tk-luc reporter; 0% DMSO, 100% Δ7-dafachronic acid; activation, % at 6.8 µM; 370,000 tested, 1.4% active;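 active = activation above the mean of all tested compounds plus 3 SD, cut at about 5.5% in these data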;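 note: 100% = response to 3 µM Δ7-dafachronic acid high control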
ssDAF12 agonist = S. stercoralis DAF-12 nuclear receptor activators, primary screen, cell-based, luminescence, HEK293, GRIP1 co-expression, lit1-tk-luc | HEK293 ssDAF-12/GRIP1 lit1-tk-luc reporter; % of 3 µM dafachronic acid response | Nuclear hormone receptor DAF-12 (Strongyloides stercoralis) | 370,000 tested, 1% active | activation, % at 6.8 µM;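 active = activation above the mean over all tested compounds plus 3 SD, cut at about 0.9% in these data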;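 note: 0% = DMSO-only wells and 100% = 3 µM delta7-dafachronic acid wells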
DAX1 inh-1 = DAX1 (NR0B1) inhibitors, primary screen, cell-based, HEK293, Gal4-DAX1, luciferase luminescence | AID 504766, 2011 | inhibition, % at 6.75 µM | 340,000 tested, 0.99% active | HEK293 Gal4-DAX1 luciferase reporter;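 active = inhibition above the mean over all tested compounds plus 3 SD, cut at about 4.2% in these data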;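 note: 0% = DAX1-transfected cells with DMSO and 100% = empty-vector control cells with DMSO; inhibition shows as a rise in luminescence from relieved DAX1 repression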
Target sequence (P51843 207-470 limits assumed): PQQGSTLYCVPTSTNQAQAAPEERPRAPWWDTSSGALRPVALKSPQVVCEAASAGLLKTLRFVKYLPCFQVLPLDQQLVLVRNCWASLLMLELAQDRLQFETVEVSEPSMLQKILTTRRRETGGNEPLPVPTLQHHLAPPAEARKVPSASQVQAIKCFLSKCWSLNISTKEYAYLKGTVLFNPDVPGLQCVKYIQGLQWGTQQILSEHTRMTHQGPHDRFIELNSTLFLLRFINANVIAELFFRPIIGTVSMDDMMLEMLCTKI
PG9 binder = binders of HIV-1 gp120 antibody PG9, primary screen, biochemical, TR-FRET | inhibition, % at 6.7 µM | HIV-1 gp120 / PG9 antibody interaction | 360,000 tested, 0.43% active | TR-FRET gp120-PG9 antibody binding; in the data active = inhibition above about 8.5%
ADAM17 inh = ADAM17 inhibitors, primary screen, biochemical, QFRET. Disintegrin and metalloproteinase domain-containing protein 17 (Homo sapiens), P78536. recombinant ADAM17, EDANS/DABCYL FRET peptide cleavage. inhibition, % at 6.95 µM. 370,000 tested, 0.83% active. AID 720648, 2013;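 active = inhibition above the mean of compounds lying between control limits plus 3 SD, set per campaign, cut at about 8.5% in these data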;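 note: 0% = DMSO-only wells as the low control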
Target sequence (P78536 215-824 limits assumed): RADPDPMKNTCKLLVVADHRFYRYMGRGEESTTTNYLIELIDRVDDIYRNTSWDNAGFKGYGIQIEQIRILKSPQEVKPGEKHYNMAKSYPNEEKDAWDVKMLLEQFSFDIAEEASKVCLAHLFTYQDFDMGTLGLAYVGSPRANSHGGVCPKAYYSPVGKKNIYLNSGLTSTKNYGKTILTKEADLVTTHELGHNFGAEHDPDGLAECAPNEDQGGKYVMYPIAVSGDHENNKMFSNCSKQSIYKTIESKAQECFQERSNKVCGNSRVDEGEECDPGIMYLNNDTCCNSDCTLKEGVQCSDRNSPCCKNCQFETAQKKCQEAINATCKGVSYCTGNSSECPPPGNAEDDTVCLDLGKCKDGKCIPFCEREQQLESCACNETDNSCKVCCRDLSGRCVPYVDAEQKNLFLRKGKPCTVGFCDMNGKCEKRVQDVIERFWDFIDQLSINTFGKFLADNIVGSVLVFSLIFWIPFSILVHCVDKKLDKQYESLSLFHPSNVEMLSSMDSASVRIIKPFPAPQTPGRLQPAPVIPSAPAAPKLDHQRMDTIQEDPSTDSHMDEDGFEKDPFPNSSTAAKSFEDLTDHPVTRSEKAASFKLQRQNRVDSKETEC
NPR1 activator = GC-A stimulated cGMP production enhancers – HEK293 GC-A cells, cGMP TR-FRET, EC30 ANP, primary screen; 0% at EC30 ANP, 100% saturating ANP; AID 1671463, 2021; Atrial natriuretic peptide receptor 1 (Homo sapiens), P16066; 370,000 tested, 0.14% active; activation, % at 10 µM; in the data active = activation above about 40%
DAX1 inh-2 = DAX1 (NR0B1) inhibitors on StAR promoter, primary screen, cell-based, luminescence, SF-1 (NR5A1), full-length DAX-1. HEK293T StAR-luciferase reporter, SF-1/DAX-1 repression relief. inhibition, % at 6.8 µM. 370,000 tested, 1.1% active. AID 652010, 2013;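 active = inhibition above the mean over all tested compounds plus 3 SD, cut at about 3.6% in these data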;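 note: 0% = DAX-1 cells with DMSO and 100% = cells lacking DAX-1 with DMSO; higher inhibition means more luminescence from relief of DAX-1 repression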
SMARCA2 act = SMARCA2 (BRM) function activators, primary screen, cell-based, luminescence, high throughput; MG213 cells, MMTV-luciferase reporter, dexamethasone, overnight; activation, % at 9.1 µM; 370,000 tested, 1% active; AID 652017, 2013; in the data active = activation above about 7.8%;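 note: 0% = vehicle wells and 100% = reference activator wells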
The depositor's hits bear a star; i = inactive; . = no result given.

SMILES | GAA850 FXN act | hgDAF-12 ag | ADAM10 inh | hcDAF12 agonist | ssDAF12 agonist | DAX1 inh-1 | PG9 binder | ADAM17 inh | NPR1 activator | DAX1 inh-2 | SMARCA2 act
COC(=O)[C@@]1(Cc2ccccc2)[C@H]2C(=O)N(C)C(=O)[C@H]2[C@H]2CN=C(SCC(=O)c3ccccc3)N21 | -0.7 | 0.7 | -7 | -1.3 | -1.2 | -0.7 | -0.6 | -2 | -1 | 0.6 | 1
COc1ccc(Cc2c(-c3ccc(C)cc3)nc3c4ccccc4ccn23)c(C)c1 | . | 3.4 | -18 | 2.7 | 0.0 | . | 0.6 | -5 | 2 | 2.0 | -2
O=C(NCc1ccccn1)c1ccc(Cn2c(=S)[nH]c3ccc(Br)cc3c2=O)cc1 | 4.2 | -0.7 | -6 | 0.1 | -0.8 | -0.7 | -0.6 | -3 | -7 | -0.2 | -2
CN1CCN(Cc2nc3ccccc3c(=O)n2CC#N)CC1 | 1.2 | 1.0 | 4 | 1.1 | -0.6 | -1.0 | 0.7 | 2 | -1 | 0.3 | -2
O=C1Nc2ccc(Br)cc2/C1=C/C(=O)c1ccccc1 | 11* | -0.7 | 10 | 0.7 | 0.0 | -0.9 | -0.1 | 3 | -21 | -2.0 | -1
Cc1cccc(N2C(=O)CSC2c2cccnc2)c1 (stereo not drawn) | -1.2 | 2.6 | 10 | -0.6 | -1.4 | 1.8 | -2.0 | 7 | 1 | 1.1 | -4
CC1(C(=O)NS(=O)(=O)c2cccc(C#N)c2)CCN1C(=O)c1ccccc1CCc1ccccc1 (stereo not drawn) | 0.2 | 2.1 | -1 | -0.4 | -1.2 | . | -2.3 | -2 | 1 | -0.5 | -1
Fc1ccc(-c2cc(C(F)(F)F)nc(N3CCCCC3)n2)cc1 | -1.6 | -0.7 | 7 | -1.8 | -0.9 | -0.3 | -0.8 | 0 | -5 | -0.2 | -4
C=CCNC(=S)N1CCN(S(=O)(=O)c2ccc(C)cc2)CC1 | 2.6 | -4.2 | 2 | -1.2 | -1.7 | 3.1 | -1.1 | 0 | -2 | 0.2 | -2
Cc1ccccc1NC(=O)CCCC(=O)c1ccccc1 | -0.7 | 2.0 | 1 | -0.8 | -1.4 | 0.6 | 0.4 | -4 | 4 | 0.3 | -1
CCc1ccc(N(C(=O)c2ccco2)C(C(=O)NC2CCCC2)c2ccncc2)cc1 (stereo not drawn) | 6.8 | 3.5 | 7 | -1.1 | -0.3 | 0.7 | -2.1 | 2 | -14 | 0.2 | 4
CN(C)CCn1c2c(c(SCC(=O)Nc3cccc4ccccc34)nc1=O)CCCC2 | -0.5 | 1.4 | -12 | 0.6 | -0.8 | 0.1 | -0.4 | -6 | 1 | 1.4 | -1
CCOc1ccc(NC(=O)C(C)Oc2ccccc2C(=O)Nc2cccc(Cl)c2Cl)cc1 (stereo not drawn) | 2.3 | 0.4 | 4 | 2.0 | -0.3 | -1.0 | 0.5 | -1 | 3 | 0.3 | -1
COCCN(Cc1ccc(F)cc1)C(=O)c1cc2ccccc2oc1=O | 0.7 | 1.4 | -3 | 1.5 | -1.2 | -0.9 | 1.2 | -4 | 0 | -0.5 | -1
CCCn1c(SCC(=O)Nc2ccccc2-c2ccccc2)nnc1-c1ccoc1C | -2.3 | -3.4 | 1 | -1.1 | -1.6 | -1.2 | 1.2 | -2 | -22 | -1.5 | -4
CC(=O)Nc1ccc(C(=O)OCC(=O)NC(=O)NC2CCCCC2)cc1 | -0.8 | -0.7 | -13 | -1.0 | -0.6 | 0.4 | 1.4 | -2 | -2 | -0.1 | -2
COC(=O)C1CCN(c2nc3ccccc3nc2C(C#N)C(=O)NCCc2ccccc2)CC1 (stereo not drawn) | 1.0 | -0.8 | -11 | 8.2* | -0.2 | 0.3 | 0.5 | -2 | 2 | 0.4 | 0
Cc1ccc(C(=O)Nc2ccc(C)c(S(=O)(=O)Nc3ccccc3Cl)c2)s1 | -1.9 | -4.3 | 16 | -1.9 | -1.1 | 0.7 | -2.2 | 8 | -3 | -0.5 | -4
COCCNc1nc(NCc2cnc(C)cn2)c2sccc2n1 | 0.7 | 1.1 | -16 | 1.9 | -0.4 | . | 0.8 | -9 | 3 | 0.0 | -3
CCC(C)(C(=O)NC1CCCCC1)N(C(=O)CNC(C)=O)c1c(C)n(C)n(-c2ccccc2)c1=O (stereo not drawn) | 0.9 | -1.1 | 4 | -2.1 | -0.9 | -0.7 | 1.3 | -7 | 0 | 0.0 | 2
C[C@@H]1CN([C@H](C)CO)C(=O)CCCn2cc(nn2)CO[C@H]1CN(C)S(=O)(=O)c1ccc(F)cc1 | . | -0.8 | -6 | 0.2 | -1.2 | . | 0.4 | -3 | -1 | 0.9 | 1
CC(OC(=O)c1ccccc1C(=O)N(C)c1ccccc1)C(=O)Nc1ccccc1[N+](=O)[O-] (stereo not drawn) | -2.1 | 1.5 | 1 | -1.6 | -0.3 | -1.2 | -1.1 | -1 | -1 | -2.1 | -1
Cc1c(OCC(=O)NCCCn2ccnc2)ccc2c3c(c(=O)oc12)CCCC3 | -1.2 | -1.6 | -118 | -1.0 | -1.2 | 0.5 | -3.1 | -37 | 5 | -0.4 | 4
COc1ccc(NC(=O)c2cccnc2N2CCOCC2)cc1 | -0.3 | -0.8 | -6 | -1.3 | -0.7 | 1.4 | -0.3 | 1 | 0 | 0.5 | -3
O=C(O)/C=C/C(=O)c1c(-c2ccccc2)[nH]c2ccccc12 | -2.1 | 0.4 | 1 | 1.4 | -2.0 | 1.1 | -0.8 | -2 | 5 | -0.1 | -3
C=CCn1c(-c2cccn(Cc3ccccc3)c2=O)n[nH]c1=S | -1.0 | 0.2 | -18 | -1.3 | -0.9 | 0.5 | 0.6 | -11 | 7 | -0.5 | 0
COc1ccccc1NC(=O)COC(=O)c1cc2ccccc2cc1O | -0.7 | 1.1 | -8 | 0.3 | -0.8 | 0.3 | -0.9 | 0 | -3 | 0.8 | 1
COC(=O)c1ccc(C(=O)Nc2ccc3nc(-c4ccncc4)[nH]c3c2)cc1 | -1.6 | -3.2 | 5 | -0.8 | -1.2 | -0.1 | -0.7 | -2 | 0 | -1.3 | -1
COCc1c(Br)c(C)nc(OCC(=O)N/N=C/c2ccco2)c1C#N | 3.3 | -3.3 | -6 | 0.6 | -1.1 | -1.6 | 1.1 | -3 | 0 | -0.1 | 1
CC1=C(C(=O)N(C)C)CC(CC(=O)NC(c2ccccc2)c2ccccc2)C(=O)N1CCCN1CCCC1=O (stereo not drawn) | 0.4 | 4.4 | -1 | -1.6 | -0.1 | 0.6 | 0.1 | -1 | -1 | 1.1 | -5
Cc1cc2ncn(-c3ncnc4scc(-c5ccccc5)c34)c2cc1C | -0.9 | 0.3 | 6 | -1.1 | -1.5 | -0.3 | 1.6 | 4 | -5 | -0.4 | -3
O=C(CS(=O)CC(=O)N(c1ccccc1)C(C(=O)NC1CCCCC1)c1ccco1)Nc1ccc(F)cc1 (stereo not drawn) | 0.5 | 3.1 | -3 | -0.5 | -1.1 | 0.3 | -0.8 | 0 | -2 | 0.3 | -3
O=C(N/N=C/c1ccc([N+](=O)[O-])o1)C1CCCC1 | 7.2 | -6.5 | -13 | -0.4 | -1.5 | -1.3 | -1.6 | -3 | 2 | -5.8 | 1
O=C(NCC1CCCO1)c1cc2n(n1)C(C(F)(F)F)CC(c1ccc(Br)cc1)N2 (stereo not drawn) | 1.2 | 0.1 | -6 | 0.9 | -1.3 | -0.8 | 0.2 | -3 | 5 | -0.2 | 0
CC(C)c1ccc(C2C(C(=O)c3ccco3)=C(O)C(=O)N2CCN2CCOCC2)cc1 (stereo not drawn) | 1.7 | 2.5 | -6 | 3.9 | -0.2 | -0.2 | 2.8 | -2 | -5 | -0.3 | 0
COc1cccc(NC(=O)C2CCN(S(=O)(=O)c3ccc4c(c3)NC(=O)CO4)CC2)c1 | 0.8 | -1.6 | 0 | 0.1 | -0.9 | 0.2 | 1.1 | 1 | -6 | 0.8 | -5
Cc1nn(C)cc1CNC(=O)C1CCC(=O)N(Cc2cccc(C(F)(F)F)c2)C1 (stereo not drawn) | 1.8 | -2.6 | 13 | -0.8 | -0.6 | 0.0 | -2.5 | 6 | 4 | 0.9 | -2
Cn1c(=O)c2cc(NC(=O)CC(C)(C)C)ccc2n1-c1ccccc1F | 1.3 | 1.6 | i | -1.3 | -1.0 | . | -1.5 | -450 | 4 | -0.3 | 5
Cc1cccc(-c2nsc(SCC(=O)N3CCCC3)n2)c1 | 1.8 | 13* | -6 | 1.9 | -0.2 | 2.0 | 1.0 | -7 | . | 2.6 | 6
O=C(CCCn1c(=S)[nH]c2cc3c(cc2c1=O)OCO3)NCc1ccco1 | 0.3 | 0.5 | -4 | -0.9 | -1.5 | 0.0 | -0.1 | -6 | 1 | 0.7 | 0
Cc1sc(NC(=O)CSc2nnc(C(C)C)n2C)c(C#N)c1C | -0.9 | 0.9 | 6 | -1.8 | -0.6 | -1.6 | 0.0 | 0 | -3 | -0.3 | -2
COc1ccc(CNCc2cn(-c3cccc(F)c3)nc2-c2ccc(C)o2)cc1 | 2.9 | 2.0 | -22 | -0.3 | -1.5 | -1.7 | 0.7 | -11 | -5 | 0.1 | -5
COc1ccc(Cn2c(=O)sc3ccccc32)cc1OC | -1.5 | -6.7 | -4 | -3.4 | -2.3 | -2.0 | -1.7 | -1 | 6 | -3.0 | -5
O=C(NNC(=S)NCc1ccco1)c1cccs1 | 1.6 | 0.1 | -13 | -2.0 | -1.6 | -0.3 | -0.9 | 1 | 0 | -0.1 | -5

Compound profiles (already shown).
Profile of `CC(OC(=O)c1ccccc1C(=O)N(C)c1ccccc1)C(=O)Nc1ccccc1[N+](=O)[O-]` (stereo not drawn) : GAA850 FXN act: -2.1; hgDAF-12 ag: 1.5; ADAM10 inh: 1; hcDAF12 agonist: -1.6; ssDAF12 agonist: -0.3; DAX1 inh-1: -1.2; PG9 binder: -1.1; ADAM17 inh: -1; NPR1 activator: -1; DAX1 inh-2: -2.1; SMARCA2 act: -1
Profile of `Cc1ccc(C(=O)Nc2ccc(C)c(S(=O)(=O)Nc3ccccc3Cl)c2)s1` : GAA850 FXN act: -1.9; hgDAF-12 ag: -4.3; ADAM10 inh: 16; hcDAF12 agonist: -1.9; ssDAF12 agonist: -1.1; DAX1 inh-1: 0.7; PG9 binder: -2.2; ADAM17 inh: 8; NPR1 activator: -3; DAX1 inh-2: -0.5; SMARCA2 act: -4
